Screening data from PubChem BioAssay.
Ecoli viability – counter-screen for AddAB inhibitors: E. coli growth inhibition; E. coli V3065 growth, OD600 absorbance, 18 h; inhibition, % at 11.9 µM; actives 0.27% (n = 330,000);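 active = inhibition above the campaign's mean inhibition across all tested compounds plus 3 SD, cut at about 9.9% in these data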;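 also: uninfected addAB+ strain grown without phage in ampicillin broth; 0% = DMSO wells and 100% = ciprofloxacin 0.95 µg/ml wells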
PfHsp90 set2 – reduces growth (ATP signal) of yeast expressing P. falciparum Hsp90. actives 0.32% (n = 310,000). S. cerevisiae expressing PfHsp90, BacTiter-Glo ATP, 48 h; yeast lacking PDR1 and PDR3 efflux regulators. inhibition, % at 9.4 µM;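 active = every replicate shows inhibition above about 80%, whatever the replicate mean, limit read from the data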;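 also: 0% = DMSO neutral controls and 100% = 20 µM radicicol positive controls; yeast relying on Plasmodium falciparum Hsp90 in place of its own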
MOR-DOR ag – agonists of human mu-delta opioid receptor heterodimerization; cells, OPRM1-OPRD1 heterodimerization, luminescence; activation, % at 9.3 µM; actives 0.3% (n = 340,000); in the data active = activation above about 18%;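 also: 0% = vehicle-treated cells and 100% = reference agonist; values of inactives mirror those of a sister screen read the other way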
Target sequence (P35372 whole entry, looked up): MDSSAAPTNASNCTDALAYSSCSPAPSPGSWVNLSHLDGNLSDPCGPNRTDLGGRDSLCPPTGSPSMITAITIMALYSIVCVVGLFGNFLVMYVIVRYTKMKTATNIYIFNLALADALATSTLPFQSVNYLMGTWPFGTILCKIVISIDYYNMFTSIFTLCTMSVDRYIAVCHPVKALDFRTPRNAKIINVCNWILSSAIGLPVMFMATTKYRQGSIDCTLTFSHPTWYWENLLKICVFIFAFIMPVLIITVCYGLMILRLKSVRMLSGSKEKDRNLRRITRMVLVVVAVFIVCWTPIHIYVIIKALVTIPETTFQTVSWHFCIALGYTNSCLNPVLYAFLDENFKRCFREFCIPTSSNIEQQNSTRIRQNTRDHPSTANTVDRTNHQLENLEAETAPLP
Target sequence (P41143 whole entry, looked up): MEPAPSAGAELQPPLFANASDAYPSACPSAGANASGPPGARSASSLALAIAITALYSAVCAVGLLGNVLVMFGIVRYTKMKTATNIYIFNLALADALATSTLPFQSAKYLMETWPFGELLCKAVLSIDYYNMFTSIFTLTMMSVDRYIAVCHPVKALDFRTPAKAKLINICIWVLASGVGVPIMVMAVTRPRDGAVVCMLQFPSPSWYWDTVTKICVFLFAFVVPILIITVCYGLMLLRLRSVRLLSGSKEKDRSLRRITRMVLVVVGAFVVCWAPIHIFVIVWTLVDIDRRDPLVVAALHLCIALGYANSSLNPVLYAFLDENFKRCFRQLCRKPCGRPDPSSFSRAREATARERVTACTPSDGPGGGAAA
HTR5A inv ctr – HTR5A inverse agonism, opioid heterodimer counter-screen; P47898; HTR5A cell line, luminescence; inhibition, % at 9.3 µM; actives 0.083% (n = 340,000); in the data active = inhibition mostly above about 23%, no sharp cut-off; inactive = mostly below about 18%;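 also: 0% = cells with DMSO and 100% = no-cell wells with DMSO; some compounds called inactive have numbers as strong as hits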
OPRM1-OPRD1 inv – inverse agonists of human mu-delta opioid receptor heterodimerization; cell-based MOR-DOR heterodimer luminescence, inverse agonism; inhibition, % at 9.3 µM; actives 0.21% (n = 340,000); AID 504357; in the data active = inhibition above about 22%, passing the limit was not always enough;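 also: 0% = cells with DMSO and 100% = wells without cells with DMSO; values of inactives mirror those of a sister screen read the other way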
AddAB inh – less growth of phage-infected E. coli with AddAB | E. coli expressing H. pylori AddAB, absorbance growth | inhibition, % at 11.9 µM | actives 0.29% (n = 330,000) | AID 435030; in the data active = inhibition above about 12%;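 also: 0% = vehicle wells of infected cells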
Mot1-301 SUMO – inhibitors of SUMOylation pathway: yeast Mot1-301 growth rescue | S. cerevisiae Mot1-301 growth rescue, ATP luminescence, 38.5C; percent above DMSO median, 100 means doubled | growth rescue, % at 18.8 µM | actives 1% (n = 320,000);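 active = every valid replicate shows activation above 250% relative to neutral control wells; inactive = the rest, any valid replicate at or below 250%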;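 also: OY570 slx delta 5 strain wells were the positive control but not used for scaling; some compounds called inactive have numbers as strong as hits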
Tat transport – blocks Tat-dependent protein export in E. coli. actives 0.036% (n = 340,000). E. coli MC4100 TorA-mCherry Tat export, fluorescence. inhibition, % at 10 µM. AID 488895;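 active = mean replicate inhibition at least 50% and at least half of replicates individually reaching 50%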;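 also: exported cargo escapes ClpAP degradation while cytoplasmic cargo is degraded and loses fluorescence; 0% = median of neutral control wells and 100% = median of NaSCN control wells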
PKA-R1A act – activators of PKA-R1A complex | activation, % at 11.4 µM | PKA-R1A dissociation, Cy5-IP20 fluorescence polarization; scaled: DMSO 0%, 113 µM cGMP 100% | P00514+P68181 | actives 0.083% (n = 340,000);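 active = percent activation above the mean of all tested compounds plus 3 SD, cut at about 19% in these data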;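 also: higher means more PKAc released from R1A so a rise in polarization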
PKA-R2B activ – activates the human PKA-R2B holoenzyme complex; P22694+P31323; PKA-R2B holoenzyme dissociation, Cy5-IP20 fluorescence polarization; R2B truncated from residue 108, S112A mutant; 0% DMSO only, 100% 113 µM cGMP; activation, % at 11.4 µM; actives 0.079% (n = 340,000);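 active = activation above a cutoff set at the mean over all compounds plus 3 SD, cut at about 18% in these data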;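 also: higher means more holoenzyme dissociation and a rise in polarization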
phage Ecoli inh – E. coli growth loss with phage present; actives 0.26% (n = 360,000); AID 651602; inhibition, % at 11.9 µM; growth absorbance; in the data active = inhibition above about 11%
Starred values were filed as active, the others as inactive; · = no result given.

entry	compound	Ecoli viability	PfHsp90 set2	MOR-DOR ag	HTR5A inv ctr	OPRM1-OPRD1 inv	AddAB inh
1	C=C(C)C(=O)Nc1cccc(C2=NOC3(C2)C[C@H](C(N)=O)N(C(=O)CC)C3)c1 (some centres undefined)	0.8	9	-2.1	2	12	-0.5
2	COc1ccc(CCC(=O)Nc2nnc(C(C)(C)C)s2)cc1	-1.4	-1	-0.1	8	0	2.8
3	O=C(CCC1CCCN(C(=O)c2ccc3c(c2)OCCO3)C1)NCc1ccccc1F (centres undefined)	0.5	-3	0.3	-2	-1	-0.3
4	Cc1c(Cl)c([N+](=O)[O-])nn1Cc1ccc(C(=O)N/N=C\c2cccc(Br)c2)o1	-0.7	·	0.3	-13	-1	-0.4
5	Cn1c(=O)[nH]c(=O)c2c1nc(NCc1ccccc1)n2CC(O)c1ccccc1 (centres undefined)	1.7	1	-2.3	0	10	1.9
6	CSc1nc(C)cc(OCCNS(=O)(=O)c2cc(C)ccc2C)n1	-4.0	12	-1.5	-4	9	-1.1
7	O=C(CCNS(=O)(=O)c1cccc2nsnc12)Nc1ccc2c(c1)OCCO2	0.8	-77	-1.4	6	9	1.3
8	COc1ccccc1NC(=O)Nc1ccccc1C(=O)NCCCN1CCOCC1	-0.9	-26	-3.9	-10	19	-1.6
9	COc1ccc(C2(CNC(=O)c3cccc([N+](=O)[O-])c3)CCOCC2)cc1OC	-0.3	5	0.2	-1	-1	5.1
10	CC1CCc2cc(F)cc3c(O)c(C(=O)NCc4ccco4)c(=O)n1c23 (centres undefined)	·	13	-2.2	5	11	·
11	Cc1n[nH]c(C)c1CCCOc1ccccc1	-3.0	-14	-1.2	-5	7	1.4
12	CCCn1c(NC(=O)C2CCN(C(=O)c3ccccc3C)CC2)nc2ccccc21	-1.1	29	-2.6	6	14	-0.7
13	O=C(CNC(=O)c1ccccc1)OCC(=O)N1c2ccccc2Sc2ccccc21	-2.4	-41	-1.0	7	6	-2.7
14	Cc1cccc(N2CCN(C(=O)CN3C(=O)NC(C)(C)C3=O)CC2)c1C	0.3	-5	-4.4	-10	23	1.4
15	Nc1cc(=O)[nH]c(SCC(=O)c2ccc(O)cc2O)n1	2.6	-14	-0.4	-7	2	-0.1

entry	Mot1-301 SUMO	Tat transport	PKA-R1A act	PKA-R2B activ	phage Ecoli inh
1	18	-5	10	-3	·
2	-24	-6	-12	0	3.0
3	-9	4	-10	10	2.5
4	-19	16	-9	-1	2.1
5	-9	4	2	-1	0.9
6	-4	3	-14	-5	2.2
7	-6	-13	6	5	1.9
8	-3	2	-7	-4	-0.3
9	1	-2	2	-6	2.3
10	·	1	-4	5	2.2
11	27	-7	-2	-2	0.5
12	30	-8	5	-6	-1.6
13	-18	1	9	2	3.3
14	527*	-10	8	-4	0.5
15	-7	7	4	-8	3.3

Additional records:
entry	compound	Ecoli viability	PfHsp90 set2	MOR-DOR ag	HTR5A inv ctr	OPRM1-OPRD1 inv	AddAB inh
16	CCc1ccccc1NC(=O)N1CCC(NC(=O)C(Cc2ccccc2)NC(C)=O)CC1 (centres undefined)	2.5	-1	-1.5	-10	8	4.4
17	CC(=O)Nc1sc(C)c(C)c1C(=O)OCC(=O)NCc1ccc(F)cc1	-1.6	-7	1.0	1	-5	-0.4
18	COc1cccc(CN2CCC(n3nccc3NC(=O)CCOc3ccccc3)CC2)c1O	-0.9	9	-1.0	-7	5	-0.6
19	O=C(CCN1C(=O)/C(=C\c2ccccc2)SC1=S)N1CCOCC1	-0.3	30	0.4	11	-3	0.2
20	Cc1ccc(C(=O)N2CC3(C)CN(C(=O)c4ccc(C)cc4)CC(C)(C2)C3=O)cc1	-2.5	9	-2.9	-2	14	-0.8
21	Cc1cccc(NC(=O)c2sc(Cl)nc2-c2ccccc2)c1	-0.5	-14	-0.6	-29	3	5.7
22	CCOc1ccc(OCC)c(NC(=O)CSc2nnc(-c3cccnc3)o2)c1	-1.2	-45	-1.3	12	7	2.9
23	Cc1ccc(-c2nnn(CC(=O)N(Cc3cccs3)C(C(=O)NC3CCCC3)c3ccncc3)n2)cc1 (centres undefined)	0.6	9	-2.3	9	13	0.4
24	Fc1ccc(NC(=S)N/N=C/c2ccc(F)c(F)c2)cc1	-2.1	-39	1.0	4	-4	0.2
25	CC(NC(=O)COC(=O)COc1ccc(C(=O)c2ccccc2)cc1)c1ccccc1 (centres undefined)	2.3	-6	-2.4	-5	10	2.8
26	COc1cccc(C2CC(c3cccs3)=NN2C(=O)CSC2=NCCS2)c1OC (centres undefined)	0.8	-8	-2.3	-13	12	4.0
27	Cc1cc(C(=O)CN2C(=O)NC(CCS(C)(=O)=O)C2=O)c(C)n1C1CC1 (centres undefined)	-0.1	·	-3.0	16	12	2.7
28	COc1ccc(C(=O)C2CCN(CC(=O)Nc3ccc(C)cc3)CC2)cc1	-0.9	-3	1.5	16	-12	2.0
29	O=C(c1ccccc1NS(=O)(=O)c1ccc(F)cc1)N1CCc2ccccc21	1.4	-14	1.1	35	-5	5.4
30	O=C(Nc1ccc(OC(F)F)cc1)c1ccccn1	0.2	·	-0.9	8	4	0.5

entry	Mot1-301 SUMO	Tat transport	PKA-R1A act	PKA-R2B activ	phage Ecoli inh
16	-2	-3	1	-15	1.7
17	7	0	-15	-21	4.5
18	93	0	3	-4	·
19	-4	-2	3	12	0.9
20	-3	-5	0	9	2.2
21	-13	5	-4	-6	2.2
22	-5	4	-1	-8	2.6
23	17	0	4	5	3.0
24	8	0	4	-22	0.0
25	17	19	-6	-7	0.7
26	17	17	12	-6	3.1
27	213	-4	4	-2	0.5
28	0	3	8	-6	0.2
29	-4	-8	-2	2	3.3
30	25	2	-1	6	3.2

New compounds follow
entry	compound	Ecoli viability	PfHsp90 set2	MOR-DOR ag	HTR5A inv ctr	OPRM1-OPRD1 inv	AddAB inh
31	O=C(NCC1CCCO1)c1cc([N+](=O)[O-])ccc1N1CCC(Cc2ccccc2)CC1 (centres undefined)	2.1	97*	-2.8	-3	11	1.9
32	CCc1ccc(OCC(=O)OCC(=O)c2ccc3c(c2)NC(=O)CO3)cc1	-1.4	18	4.9	-11	-27	3.0
33	Cc1cc(/C=C(/C#N)c2cccc(Cl)c2)c(C)n1C	0.9	14	0.4	-15	-2	2.7
34	Cc1ccc(NC(=O)Cn2c(=O)c3cccn3c3ccccc32)c(Cl)c1	4.0	-5	0.6	2	-3	6.5
35	Cc1ccc(CN(C(=O)Cc2cccs2)C(C(=O)NC2CCCC2)c2ccncc2)cc1 (centres undefined)	0.3	-2	-0.6	-1	3	-2.3
36	O=NC1=C(c2c(O)[nH]c3ccccc23)CCCC1	0.7	-2	0.3	-18	-2	1.3
37	CC1(NC(=O)NCCCCCCNC(=O)NC2(C)CCS(=O)(=O)C2)CCS(=O)(=O)C1 (centres undefined)	0.8	1	0.3	-14	-3	4.4
38	CC(=O)N(C(C)=O)N1C(=O)/C(=C/c2ccc(Cl)cc2)SC1=S	-0.2	114*	-0.7	-18	3	1.2
39	COc1ccccc1CCC(=O)N1CCC(n2nccc2NC(=O)C2CCOC2)CC1 (centres undefined)	-1.4	-7	-2.8	0	15	-1.0
40	Cc1ccc(Cl)cc1N1CCN(S(=O)(=O)c2ccc3[nH]c(=O)c(=O)[nH]c3c2)CC1	-0.5	-6	-2.5	7	12	1.5
41	CNC1(C(N)=O)CCN(Cc2ccccc2)CC1	·	-19	-2.8	4	15	·
42	O=C(CCSCc1cccc(Cl)c1)NCCc1ccc(Cl)cc1	-1.4	-23	0.1	-6	-1	1.2
43	Cc1cccc(-c2n[nH]c([N+](=O)[O-])n2)c1	-0.3	17	-3.1	10	17	2.4
44	CC(C)C[C@H](CO)Nc1nc(N(C)c2cccc(Cl)c2)c2ncn(C(C)C)c2n1	-0.8	9	4.0	-24	-23	-0.2
45	CCc1nc(N)c(C#N)c(-c2ccccc2OC)c1C	-0.8	-7	-1.5	-2	7	0.0

entry	Mot1-301 SUMO	Tat transport	PKA-R1A act	PKA-R2B activ	phage Ecoli inh
31	10	8	2	-3	1.0
32	7	5	11	-11	1.3
33	18	-3	4	4	3.9
34	-2	-10	9	17	1.0
35	-12	-3	-12	1	2.0
36	23	-3	-7	-10	1.1
37	-5	-5	-2	-4	1.2
38	180	-6	-10	-9	·
39	-4	-3	2	-2	1.7
40	12	-2	-3	2	4.6
41	·	5	0	7	1.6
42	-21	2	-8	-8	2.7
43	2	12	2	7	0.5
44	6	9	-10	-9	-0.4
45	27	2	-7	-12	0.9

Some of these compounds in order of formula weight, ascending.
entry	compound	Ecoli viability	PfHsp90 set2	MOR-DOR ag	HTR5A inv ctr	OPRM1-OPRD1 inv	AddAB inh
43	Cc1cccc(-c2n[nH]c([N+](=O)[O-])n2)c1	-0.3	17	-3.1	10	17	2.4
36	O=NC1=C(c2c(O)[nH]c3ccccc23)CCCC1	0.7	-2	0.3	-18	-2	1.3
41	CNC1(C(N)=O)CCN(Cc2ccccc2)CC1	·	-19	-2.8	4	15	·
33	Cc1cc(/C=C(/C#N)c2cccc(Cl)c2)c(C)n1C	0.9	14	0.4	-15	-2	2.7
42	O=C(CCSCc1cccc(Cl)c1)NCCc1ccc(Cl)cc1	-1.4	-23	0.1	-6	-1	1.2
37	CC1(NC(=O)NCCCCCCNC(=O)NC2(C)CCS(=O)(=O)C2)CCS(=O)(=O)C1 (centres undefined)	0.8	1	0.3	-14	-3	4.4

entry	Mot1-301 SUMO	Tat transport	PKA-R1A act	PKA-R2B activ	phage Ecoli inh
43	2	12	2	7	0.5
36	23	-3	-7	-10	1.1
41	·	5	0	7	1.6
33	18	-3	4	4	3.9
42	-21	2	-8	-8	2.7
37	-5	-5	-2	-4	1.2

More compounds:
entry	compound	Ecoli viability	PfHsp90 set2	MOR-DOR ag	HTR5A inv ctr	OPRM1-OPRD1 inv	AddAB inh
46	CN(CC(=O)Nc1ccccc1Br)CC(=O)Nc1ccccc1C(F)(F)F	1.3	-22	-3.2	11	15	-0.2
47	COc1ccc(C2NC(=O)CS2)cc1OC (centres undefined)	0.9	5	-1.1	8	6	1.0
48	Cc1ccc(S(=O)(=O)NCC(C)NS(=O)(=O)c2ccccc2[N+](=O)[O-])cc1 (centres undefined)	1.8	19	0.8	4	-4	3.0
49	CCc1ccc(OCC(=O)N/N=C(\C)c2ccc3c(c2)OCCO3)cc1	-0.4	28	2.9	-8	-15	2.5
50	CCC(=O)N1N=C(c2ccc(NS(=O)(=O)c3ccccc3)cc2)CC1c1ccco1 (centres undefined)	0.5	·	3.1	-1	-12	0.5

entry	Mot1-301 SUMO	Tat transport	PKA-R1A act	PKA-R2B activ	phage Ecoli inh
46	-1	0	-1	0	3.2
47	158	10	-4	3	1.6
48	-5	1	-7	7	0.4
49	12	-4	-8	-8	-0.7
50	-8	-9	-3	1	0.9
